High-throughput results: PubChem BioAssay, several laboratories
MC4R ag barr: agonists of human melanocortin 4 receptor (MC4R) beta-arrestin | P32245 | U2OS MC4R beta-arrestin complementation, luminescence; percent of melanotan II response, DMSO zero | activation, % at 8.9 µM | 360,000 tested, 0.98% active | AID 540308;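 active = activation above a per-plate cutoff, the mean activation of sample wells on that plate plus 3 SD, cut at about 8% in these data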
Target sequence (P32245 whole entry, looked up): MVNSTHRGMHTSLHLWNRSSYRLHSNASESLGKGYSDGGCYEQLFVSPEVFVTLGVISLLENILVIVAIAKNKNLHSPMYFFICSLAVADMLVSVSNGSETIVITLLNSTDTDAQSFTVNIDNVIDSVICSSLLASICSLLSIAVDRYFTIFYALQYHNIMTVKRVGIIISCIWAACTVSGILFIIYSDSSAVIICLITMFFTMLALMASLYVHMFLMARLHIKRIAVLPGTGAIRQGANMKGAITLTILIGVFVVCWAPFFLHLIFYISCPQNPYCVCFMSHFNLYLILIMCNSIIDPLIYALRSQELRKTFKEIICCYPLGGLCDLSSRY
Glyco luc inh: N-linked glycosylation inhibition; D54 ERlucT glycosylation luciferase reporter, 24 h; percent of 100 nM tunicamycin response; reporter increase, % at 12.5 µM; 360,000 tested, 0.23% active; AID 588692;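 active = mean luciferase reporter signal, scaled so untreated is 0 and the glycosylation-blocking control 100, at or above a set limit in every replicate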;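 note: luciferase carries N-glycosylation sites so blocking glycosylation raises the light; 0% = median of neutral control wells and 100% = median of 100 nM tunicamycin wells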
HTR2A ag: activates the mouse 5-HT2A serotonin receptor | P35363 | CHO-K1 mHTR2A beta-arrestin complementation, luminescence; percent of 30 µM serotonin response | activation, % at 7.6 µM | 360,000 tested, 0.66% active;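 active = activation above a run cutoff, the mean activation of all tested compounds plus 3 SD, cut at about 14% in these data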;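 note: 0% = plate median of compound wells and 100% = 30 µM serotonin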
Target sequence (P35363 whole entry, looked up): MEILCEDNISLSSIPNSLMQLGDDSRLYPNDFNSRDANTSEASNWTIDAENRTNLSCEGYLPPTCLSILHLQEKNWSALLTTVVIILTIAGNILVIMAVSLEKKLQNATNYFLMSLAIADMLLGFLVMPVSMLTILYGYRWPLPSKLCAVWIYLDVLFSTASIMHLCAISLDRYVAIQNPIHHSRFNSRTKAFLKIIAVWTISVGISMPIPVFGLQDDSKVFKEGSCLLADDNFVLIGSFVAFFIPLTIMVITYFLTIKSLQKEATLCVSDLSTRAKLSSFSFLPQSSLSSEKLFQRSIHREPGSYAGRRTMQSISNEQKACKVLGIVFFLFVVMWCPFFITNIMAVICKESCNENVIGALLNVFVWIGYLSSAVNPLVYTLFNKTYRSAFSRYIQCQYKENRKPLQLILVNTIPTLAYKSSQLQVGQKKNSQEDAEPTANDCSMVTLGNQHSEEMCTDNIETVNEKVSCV
aDG glyco up: alpha-DG glycosylation activation; Pro5-aDG cells, alpha-DG glycosylation AlphaScreen (IIH6); 0% Pro5, 100% B10-LARGE cell signal; activation, % at 10 µM; 360,000 tested, 0.22% active;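 active = activation of at least 8% versus controls, or a plate z-score of at least 8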;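 note: Pro5 are CHO cells carrying HIG-tagged alpha-DG that lacks glycosylation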
PDI inh: inhibitors of human protein disulfide isomerase; AID 588391; 350,000 tested, 0.052% active; P07237; PDI insulin aggregation turbidity, A650, 90 min; inhibition, % at 10 µM;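 active = mean inhibition across replicates of 30% or more, whatever share of single replicates reach that level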;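 note: absorbance from insulin aggregation driven by PDI reduction with DTT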
CaV13 ICDI inh: Disruptors of the CACNA1D IQ motif to Ca2+-dependent inactivation inhibitor domain association, primary screening, Förster resonance energy transfer in intact living …. 340,000 tested, 0.098% active. HEK cells, CFP/YFP FRET ICDI-IQ, plate reader, 10 min; percent FRET-ratio fall versus neutral wells. inhibition, % at 12.3 µM;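 active = mean replicate inhibition of at least 30% and at least 1% of replicates passing that level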;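 note: 0% = median of the neutral control wells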
ABCB6 inh MLPCN: inhibitors of human ABC transporter ABCB6; K562-ABCB6 porphyrin accumulation, flow cytometry, 1 h; active compounds read low; fluorescence ratio to DMSO, % at 10 µM; 360,000 tested, 0.19% active;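 active = fluorescence ratio to DMSO below 75%, the collection mean minus 3 SD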;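 note: signal is porphyrin accumulated inside mitochondria; 100% equals median channel fluorescence of DMSO control wells; lower ratio means ABCB6 inhibition with less porphyrin fluorescence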
MC4R antagonist: antagonists of human melanocortin 4 receptor (MC4R); inhibition, % at 6.5 µM; MC4R-expressing cells, MTII-stimulated cAMP, LANCE TR-FRET; P32245; 360,000 tested, 0.48% active;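 active = inhibition above its plate's cutoff, the mean of tested wells on that plate plus 3 SD, cut at about 29% in these data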;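 note: 0% = Melanotan II alone and 100% = Melanotan II plus saturating MCL0020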
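Assay system: U2OS cells stably expressing human melanocortin 4 receptor (MC4R) / Dosing: 6.5 µM / Timing: compound 30 min, challenge 1 h, detection 1 h / Measured by: Eu-cAMP/anti-cAMP TR-FRET, emission 671 nm / Replicates: singlicate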
Cardio protect: myocardial damage modulation in H9c2 cells; H9c2 cardiomyocytes, H2O2 injury protection, ATPLite, 2 h; protection from H2O2 cell death, % at 20 µM; 360,000 tested, 0.63% active;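 active = compounds giving at least 50% protection of heart cells from peroxide-induced death in the single-dose screen, raw or plate-pattern-corrected value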;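 note: 0% = DMSO wells with peroxide and 100% = DMSO wells without peroxide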
Vif imaging: inhibitors of HIV Vif; HEK293T cells, Vif self-association by quenched fluorescence, imaging, 24 h; inhibition, % at 7.49 µM; 340,000 tested, 0.35% active; in the data active = inhibition above about 50%, passing the limit was not always enough; note: some results filed as inactive read as strong as hits
The depositor's hits bear a star; x = no result given. Rows were taken by chance; any-hit rate near 3.6%.

Compound,MC4R ag barr,Glyco luc inh,HTR2A ag,aDG glyco up,PDI inh,CaV13 ICDI inh,ABCB6 inh MLPCN,MC4R antagonist,Cardio protect,Vif imaging
Cn1cc(C(=O)c2ccc(Cl)cc2Cl)cc1C=O,-3.7,-3.2,-3.2,0.3,-2.3,-4.3,100.0,25.6,-2.0,1.9
Cc1ccc(OCc2cc(C(=O)NCc3ccc(OC(F)(F)F)cc3)no2)cn1,-2.5,-0.4,4.6,0.3,-9.8,-5.1,105.0,7.7,-4.8,-3.4
CC1CCC(N2CCN(S(=O)(=O)Cc3ccccc3)CC2)CC1 (stereo not drawn),0.3,2.3,-10.6,0.0,-1.8,-7.5,95.0,1.1,-1.5,-3.3
CC(=O)N1CC(C)Sc2ccc(S(=O)(=O)NCc3ccc(Cl)cc3)cc21 (stereo not drawn),-1.6,-1.9,-1.9,1.4,-7.9,-5.3,97.0,2.2,-16.0,-4.5
CC1=C(C(=O)OCC2CCCO2)C(c2ccccc2)C2=C(CC(C)(C)CC2=O)N1 (stereo not drawn),-1.6,1.0,-6.2,-0.3,4.1,-6.0,101.0,20.4,0.5,-0.2
CCOCc1cnc(C)nc1NCC(=O)c1c(C)[nH]c2ccc(OC)cc12,0.8,1.5,-6.9,-0.1,-0.9,-6.0,101.0,10.6,2.3,6.9
Cc1cc(S(=O)(=O)N2c3ccc(F)cc3CCC2C)ccc1-n1cnnn1 (stereo not drawn),-2.2,0.0,-1.8,0.0,-21.9,-2.3,98.0,-0.5,-0.1,2.5
Cc1cccn2c(CN3CCCN(C=O)CC3)c(C(=O)N(C)CCc3ccccc3)nc12,0.6,-1.4,-2.1,-0.1,3.5,-5.6,101.0,9.0,1.9,-6.6
CCOc1ccccc1NC(=O)COC(=O)C(CC(C)C)N1C(=O)C2CC=CCC2C1=O (stereo not drawn),0.1,-1.4,-1.9,0.4,3.7,-6.1,92.0,1.0,5.3,-3.4
Oc1c(Br)cccc1/C=N/Nc1c(F)c(F)c(F)c(F)c1F,1.9,-4.5,-1.3,-0.4,16.2,-4.5,90.0,-1.0,-28.1,x
COc1ccc(OCc2csc(N)n2)cc1,-0.3,1.2,-2.7,-0.2,3.3,-6.0,98.0,0.1,-9.7,-2.5
N#Cc1cc(Oc2ccc(Cl)cc2)c(N2CCOCC2)cc1C#N,-0.8,0.1,8.1,0.2,2.3,x,96.0,1.8,-1.6,-0.2
CCOC(=O)c1c(C)[nH]c(C(=O)CSc2nnc(-c3ccncc3)n2CC)c1C,-1.7,-1.3,5.2,0.0,-1.7,-8.0,98.0,-1.4,1.3,-12.4
COc1cccc(CN(C(=O)c2ccco2)C(C(=O)NC2CCCC2)c2cccnc2)c1 (stereo not drawn),-0.9,-1.1,-0.1,0.2,29.8,x,107.0,10.8,-1.7,4.0
Cc1cc(C(=O)Nc2c(F)c(F)c(F)c(F)c2F)n(-c2ccccc2)n1,-0.2,0.1,0.0,0.1,5.5,-6.4,96.0,-5.0,-2.4,72.9*
O=C(NC1CCCC1)C(c1ccncc1)N(Cc1ccccc1)C(=O)Cc1cccs1 (stereo not drawn),-2.0,1.6,2.8,0.1,-2.1,x,103.0,-0.5,-0.6,9.2
O=c1cc(-c2ccccc2)nc2cc(-c3ccco3)[nH]n12,-1.1,2.6,5.3,0.1,-2.2,-3.3,99.0,-8.5,4.0,-3.5
COc1cc(NC(=S)N2CCC(C(N)=O)CC2)c(OC)cc1Cl,7.7,0.9,-3.6,-0.5,7.2,1.0,98.0,5.0,13.3,7.8
CC1(C)Cc2cccc(OCC(O)CN3CCN(c4ccccn4)CC3)c2O1 (stereo not drawn),-1.3,-0.2,-3.0,0.4,-0.3,x,97.0,3.6,13.9,-18.5
O=C(CN1C(=O)NC(Cc2c[nH]c3ccccc23)C1=O)NCCc1ccccc1 (stereo not drawn),0.3,-2.0,-0.6,0.2,-3.6,-14.3,90.0,15.5,0.2,0.3
S=C(NC1CCCC1)NC1CC1,1.0,1.2,6.1,-0.2,0.5,-4.3,103.0,-9.8,0.3,-9.1
Cc1nc(N)c(Cc2ccc(Cl)cc2Cl)c(N)n1,4.4,-0.2,0.2,1.6,-6.3,-4.2,101.0,26.4,-15.6,4.4
Nc1cc(=O)[nH]c(SCC(=O)NCC2CCCO2)n1 (stereo not drawn),-0.3,2.3,3.0,0.6,-9.1,-5.0,100.0,4.0,-1.8,-1.3
CC(C)CNC(=O)c1ccc(NC(=O)c2cccs2)cc1,0.4,-0.5,-1.5,0.0,-0.2,-4.5,103.0,3.5,-3.4,-3.6
Cc1ccc(S(=O)(=O)N2[C@@H](c3ccc(Br)cc3)C(C(=O)O)=C[C@H]2CC2CCCC2)cc1,1.0,1.2,3.0,-0.1,5.0,-5.2,101.0,2.7,-5.2,-4.3
Cc1ccc2cc(CCNC(=O)c3ccc(Br)o3)c(=O)[nH]c2c1,-0.7,-0.1,2.2,-0.4,11.9,0.4,98.0,-3.6,2.2,-11.1
COc1ccc(C(=O)Cn2cnc3ccc(Cl)cc3c2=O)cc1F,3.1,-1.1,0.7,0.0,8.1,-4.0,98.0,-5.0,-0.7,-9.8
Cc1cc(NC(=O)CCC(=O)N(CC(=O)NC2CCCC2)Cc2ccc(F)cc2)no1,-0.8,-1.6,-2.8,-0.1,-8.4,-5.6,98.0,6.3,11.2,-5.7
O=C1N=C(N2CCOCC2)S/C1=C/c1cc2c(cc1[N+](=O)[O-])OCO2,0.8,-9.7,0.3,0.3,2.2,-5.1,97.0,5.5,15.6,25.3
Cn1nnc(NC(=O)c2cccc([N+](=O)[O-])c2)n1,-1.5,-0.3,5.0,0.0,-13.2,-3.0,101.0,4.0,-2.0,-13.7
Clc1cccc(C2Nc3cccc4cccc(c34)N2)c1,-0.3,1.4,5.0,-0.1,-2.8,-7.6,107.0,1.2,3.9,0.8
Cc1cc(C)c(S(=O)(=O)NCc2nc3nc(C)cc(C)n3n2)c(C)c1,1.1,-1.0,-2.0,-0.1,x,-5.4,96.0,11.7,3.6,-1.7
O=C(Nc1ccccc1)/C(=C/c1ccc(O)cc1)NC(=O)c1ccco1,-0.8,2.5,0.7,-0.3,-3.1,-8.2,104.0,1.6,-5.7,-14.2
CC(=O)c1cccc(OC(=O)c2ccc3c(=O)n4c(nc3c2)CCC4)c1,-4.0,1.7,2.7,-0.3,-4.8,x,96.0,20.5,-1.2,-3.4
COc1cc2c(cc1OC)CN(C(=O)CCOc1ccccc1)CC2,-0.3,1.4,-3.6,-0.1,3.8,-2.2,99.0,8.9,0.5,25.1
N#Cc1ccc(C(=O)NC2=NCCS2)cc1,0.6,0.2,0.3,-0.1,2.7,-2.0,99.0,0.3,-0.7,-5.7
O=C(Nc1ccc(N2CCCC2)c(Cl)c1)c1cccc(-c2cc3ccccc3oc2=O)c1,-1.8,-0.9,-0.7,-0.2,2.3,-3.5,94.0,-1.5,-0.4,1.2
Cc1ccc(-n2c(SCC(=O)N3CCOCC3)nc(O)c(Cc3ccccc3)c2=O)cc1,-1.9,3.5,0.7,-0.1,12.6,x,99.0,5.7,-3.7,-2.6
COC(=O)c1oc2ccccc2c1NC(=O)CN1CCCC1,-2.2,0.2,0.5,-0.1,-3.4,-4.4,101.0,-1.0,8.3,2.8
COC(=O)C1CCN(C(=O)C2CCCCC2)CC1,-2.3,0.9,0.9,-0.2,1.2,x,97.0,-4.9,10.9,-6.8
CCOC(=O)NC(=O)/C(C#N)=C\NNc1ncc(C(F)(F)F)cc1Cl,0.2,-1.1,1.2,0.3,-6.5,-4.9,92.0,-0.3,1.2,1.9
Cn1c(=O)cc(N2CCCCC2)[nH]c1=O,0.3,-0.3,9.1,0.1,x,-7.1,99.0,4.3,7.4,-9.9
Cc1onc(-c2ccccc2)c1NC(=O)N(Cc1ccccc1)C(C)C,-0.7,-1.5,-1.2,0.0,11.8,-19.5,98.0,-4.8,-0.9,11.1
CC(=O)Nc1ccc(Oc2cc(NC(C)=O)cc([N+](=O)[O-])c2)cc1,-1.9,-1.0,3.3,-0.1,-3.1,-4.9,107.0,2.4,-15.4,-1.6
COC(=O)[C@@H]1C[C@@H]2CC[C@@H](O)C[C@@H]2N1Cc1ccc(N2CCN(C)CC2)cc1,0.6,0.8,3.8,-0.2,6.9,-10.8,96.0,0.7,2.1,-6.4
CCCCCCOC(=O)NCC(O)c1ccccc1 (stereo not drawn),-0.7,-3.8,-0.1,-0.1,-3.3,-8.9,98.0,-2.1,-8.6,7.5
CCN1C(=O)CSC1=Nc1cccc(C(=O)O)c1,-0.5,-0.3,2.4,-0.2,-1.2,-19.7,101.0,27.6,8.6,-2.1
CC(=O)N1CCOc2ccc(S(=O)(=O)N3CCC(C)CC3)cc21,-2.4,1.9,4.2,0.4,-1.0,-2.0,101.0,-5.8,-8.4,5.1
Cc1nnc(NC(=O)c2cc(-c3ccncc3)nc3c(C)cccc23)s1,-2.3,2.8,9.5,-0.1,-0.9,x,100.0,10.3,8.3,-2.4
COc1ccccc1C(CNC(=O)c1ccc(S(=O)(=O)NCc2ccco2)cc1)N(C)C (stereo not drawn),2.1,1.5,-1.1,-0.3,-2.3,-7.7,96.0,0.0,5.8,-4.3

(cont.)
Compound,MC4R ag barr,Glyco luc inh,HTR2A ag,aDG glyco up,PDI inh,CaV13 ICDI inh,ABCB6 inh MLPCN,MC4R antagonist,Cardio protect,Vif imaging
Cc1nn(-c2ccccc2)c(C)c1C=O,1.5,-0.1,-0.7,0.0,-8.5,-4.4,94.0,12.8,5.0,17.7
COC(=O)c1ccc(NC(=O)CSc2nc3ccccc3c(=O)[nH]2)cc1,0.6,-3.2,-0.6,0.3,1.2,-8.6,97.0,8.8,-2.2,-6.4
CCC(=O)NCCNc1nc2cc(C)c(C)cc2cc1C#N,-1.0,x,-0.8,0.0,8.6,-5.2,88.0,-0.6,-3.2,x
Cc1ccc(CNC(=O)c2c(-c3ccccc3Cl)noc2C)cc1,0.7,-2.7,-0.5,-0.1,9.9,-2.7,95.0,-1.9,2.1,-2.5
CC1CCCN(C(=O)c2cccc(S(=O)(=O)N3CCCC3)c2)C1 (stereo not drawn),-0.9,1.3,1.7,0.0,-2.2,-4.9,98.0,0.9,4.2,36.6
CCN=C(NCC)SC1CC(=O)N(c2ccccc2)C1=O (stereo not drawn),0.0,2.3,1.6,0.0,10.1,-4.6,99.0,-4.5,5.3,10.4
Cc1ccc2nc(-c3cccc(Br)c3)c(CC3CCCCC3)n2c1,x,-1.6,-0.4,-0.3,x,-5.8,106.0,x,-2.3,x
